Compound activity: PubChem, several laboratories
N-glyco inh: blocks N-linked glycosylation in D54 reporter cells | reporter increase, % at 12.5 µM | hit rate 0.23% among 360,000 | D54 ERlucT glycosylation luciferase reporter, 24 h; percent of 100 nM tunicamycin response;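 active means mean luciferase reporter signal, scaled so untreated is 0 and the glycosylation-blocking control 100, at or above a set limit in every replicate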;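 further: luciferase carries N-glycosylation sites so blocking glycosylation raises the light; 0% = median of neutral control wells and 100% = median of 100 nM tunicamycin wells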
ABCB6 inh 2: inhibitors of human ABC transporter ABCB6. K562-ABCB6 porphyrin accumulation, flow cytometry, 1 h; active compounds read low. fluorescence ratio to DMSO, % at 10 µM. hit rate 0.19% among 360,000. AID 602162;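 active means fluorescence ratio to DMSO below 75%, the collection mean minus 3 SD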;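 further: signal is porphyrin accumulated inside mitochondria; 100% equals median channel fluorescence of DMSO control wells; lower ratio means ABCB6 inhibition with less porphyrin fluorescence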
MC4R antagonist: human MC4R antagonism in cAMP assay; MC4R-expressing cells, MTII-stimulated cAMP, LANCE TR-FRET; inhibition, % at 6.5 µM; hit rate 0.48% among 360,000; P32245; AID 540295;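 active means inhibition above its plate's cutoff, the mean of tested wells on that plate plus 3 SD, cut at about 29% in these data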;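 further: 0% = Melanotan II alone and 100% = Melanotan II plus saturating MCL0020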
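System – human MC4R-expressing U2OS cells · Also added – Melanotan II · Dosing – one concentration, 6.5 µM nominal · Timing – 30-min compound, 1-h challenge, 1-h detection, room temperature · Measured by – Eu-cAMP/anti-cAMP TR-FRET, emission 671 nm · Replicates – singlicate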
TLR9-MyD88 inh: inhibitors of human TLR9-MyD88 binding; CHO BLA complementation TLR9-MyD88, CCF4 FRET ratio; Q9NR96+Q99836; hit rate 0.21% among 340,000; inhibition, % at 4.98 µM;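 active means inhibition above the mean over all tested compounds plus 3 SD, cut at about 21% in these data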;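 further: 0% = DMSO only wells and 100% = clavulanate BLA inhibitor control wells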
Vif inh: HIV Vif inhibition; HEK293T cells, Vif self-association by quenched fluorescence, imaging, 24 h; inhibition, % at 7.49 µM; hit rate 0.35% among 340,000; AID 602346; in the data active means inhibition above about 50%, passing the limit was not always enough; further: some results filed as inactive read as strong as hits
aDG glyco up: alpha-DG glycosylation activation. activation, % at 10 µM. AID 624168. hit rate 0.22% among 360,000. Pro5-aDG cells, alpha-DG glycosylation AlphaScreen (IIH6); 0% Pro5, 100% B10-LARGE cell signal;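 active means activation of at least 8% versus controls, or a plate z-score of at least 8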;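 further: Pro5 are CHO cells carrying HIG-tagged alpha-DG that lacks glycosylation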
Granule exo inh: lytic granule exocytosis inhibition; TALL-104 LAMP-1 surface exposure, flow cytometry; cells stimulated with thapsigargin and PMA; inhibition, % at 10 µM; hit rate 0.66% among 360,000;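 active means inhibition above about 55%, limit read from the data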
NOD2-RIPK2 inh: inhibitors of human NOD2-RIPK2 interaction; O43353; inhibition, % at 4.98 µM; CHO BLA complementation NOD2-RIPK2, CCF4 ratio; hit rate 0.38% among 360,000; in the data active means inhibition above about 21%;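 further: 0% = vehicle only and 100% = reference blocker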
MC4R ag barr: activates human MC4R beta-arrestin recruitment; P32245; U2OS MC4R beta-arrestin complementation, luminescence; percent of melanotan II response, DMSO zero; activation, % at 8.9 µM; hit rate 0.98% among 360,000; AID 540308;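 active means activation above a per-plate cutoff, the mean activation of sample wells on that plate plus 3 SD, cut at about 8% in these data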
ABHD5-PLIN5 inh: blocks binding of human ABHD5 to perilipin-5 | inhibition, % at 4 µM | hit rate 0.78% among 360,000 | AID 602281 | Split G. princeps luciferase complementation, luminescence, 4 h;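 active means inhibition above the mean inhibition across every tested compound plus 3 SD, cut at about 22% in these data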;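 further: 0% = DMSO only wells and the 100% control is not disclosed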
Target sequence (Q00G26 whole entry, looked up): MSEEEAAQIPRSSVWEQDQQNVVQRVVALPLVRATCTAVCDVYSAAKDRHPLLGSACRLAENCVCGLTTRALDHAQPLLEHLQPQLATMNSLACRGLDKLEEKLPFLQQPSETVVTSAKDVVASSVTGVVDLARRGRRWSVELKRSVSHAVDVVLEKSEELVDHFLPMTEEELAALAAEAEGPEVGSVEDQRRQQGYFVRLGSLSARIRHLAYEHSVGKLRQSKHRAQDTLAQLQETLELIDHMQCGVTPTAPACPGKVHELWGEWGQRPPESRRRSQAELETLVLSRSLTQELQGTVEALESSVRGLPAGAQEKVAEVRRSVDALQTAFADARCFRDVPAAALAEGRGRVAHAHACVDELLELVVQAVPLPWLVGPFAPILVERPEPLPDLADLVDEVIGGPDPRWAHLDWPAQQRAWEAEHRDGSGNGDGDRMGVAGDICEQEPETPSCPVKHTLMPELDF
Target sequence (Q8WTS1 whole entry, looked up): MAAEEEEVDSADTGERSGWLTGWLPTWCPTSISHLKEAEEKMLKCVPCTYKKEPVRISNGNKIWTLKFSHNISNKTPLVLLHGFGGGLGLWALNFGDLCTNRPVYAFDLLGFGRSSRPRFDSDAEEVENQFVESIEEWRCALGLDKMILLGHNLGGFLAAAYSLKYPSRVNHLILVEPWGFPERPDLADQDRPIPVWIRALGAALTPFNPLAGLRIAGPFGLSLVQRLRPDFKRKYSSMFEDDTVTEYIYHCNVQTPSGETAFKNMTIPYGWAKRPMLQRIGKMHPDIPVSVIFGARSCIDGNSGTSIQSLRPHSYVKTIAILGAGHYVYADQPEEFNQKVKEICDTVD
* hit, by the source's call; nt = not tested or not shown.

N-glyco inh,ABCB6 inh 2,MC4R antagonist,TLR9-MyD88 inh,Vif inh,aDG glyco up,Granule exo inh,NOD2-RIPK2 inh,MC4R ag barr,ABHD5-PLIN5 inh,molecule
1.3,101.0,-5.7,5.0,13.9,-0.1,15.4,-5.4,2.8,4.5,O=C(Cc1nnc(NC(=O)Nc2ccccc2)s1)NCc1ccccc1
1.3,102.0,-6.0,nt,0.7,-0.1,-3.7,-6.5,3.1,-1.0,FC(F)(F)c1cccc(NC(=S)Nc2ccc(Cl)c(Cl)c2)c1
-1.8,93.0,3.8,11.8,-14.2,-0.1,2.3,-8.3,-0.7,9.6,Cc1ccc(NCc2nnc(SCCN3CCCCC3)n2CC2CCCO2)cc1Cl (configuration not stated)
-1.7,97.0,11.2,-2.3,3.5,0.1,3.6,-9.6,-0.7,1.9,COc1ccc(CCNC(=O)C(=O)NCC2OCCN2S(=O)(=O)c2ccc(OC)c(OC)c2)cc1 (configuration not stated)
-1.9,95.0,7.8,-2.3,-15.2,-0.2,0.5,-4.2,-1.0,-5.5,CCCCN(CCCC)S(=O)(=O)c1ccc2[nH]c(=O)[nH]c2c1
-0.5,108.0,3.0,1.7,-7.7,0.1,-6.9,-12.2,1.1,-5.6,O=C(CSc1n[nH]c(-c2ccccn2)n1)Nc1ccc(F)cc1
-0.4,100.0,2.2,-2.6,-15.4,0.2,5.5,5.7,-2.6,1.1,Cc1nc2ccc(NS(=O)(=O)c3c(F)cccc3F)cc2s1
-0.1,98.0,-0.6,-9.8,7.7,0.0,4.2,0.1,-1.8,2.1,CC(C)C[C@@H](NC(=O)C1CCC(CNC(=O)[C@H](Cc2ccccc2)NC(=O)OC(C)(C)C)CC1)C(=O)O (some centres not stated)
2.6,98.0,2.4,5.1,-0.1,-0.1,-4.3,0.0,-1.1,0.2,Cc1ccc(N2CCN(CC(O)COc3ccccc3)CC2)cc1 (configuration not stated)
0.7,100.0,5.6,20.7,-20.0,0.0,1.8,-7.8,1.8,-33.3,CC1CCN(C2=C(NS(=O)(=O)c3ccc(Br)cc3)C(=O)c3ccccc3C2=O)CC1
-1.3,96.0,4.0,-29.1,nt,-0.2,0.7,2.5,-1.9,3.2,O=C(CN1CCN(S(=O)(=O)c2ccc(F)cc2)CC1)NCc1cccs1
0.2,105.0,4.3,5.0,-11.9,0.0,-5.2,2.3,-0.8,-4.8,Cc1ccc(C(=O)Cn2nnc(-c3cccs3)n2)cc1
3.5,96.0,-1.0,11.2,-0.7,0.0,1.0,-1.9,-1.3,-0.8,O=C(Nc1nc2nccc(-c3ccccc3)n2n1)C(Cl)(Cl)Cl
24.0,96.0,-0.7,6.0,10.6,-0.2,-13.6,-15.7,-0.2,6.4,O=C1CN(C(=O)c2cccc(Br)c2)c2ccccc2N1
2.5,102.0,-0.3,-2.8,1.3,-0.1,3.0,-1.0,-0.5,5.9,CCCCOC(=O)C1[C@H]2C(=O)N(CCc3ccccc3)C[C@]23C=C[C@H]1O3 (some centres not stated)
-19.9,94.0,32.5*,-9.8,2.5,-0.6,69.7*,19.2,-0.9,86.0*,O=S(=O)(/C(=C\c1ccc(C(F)(F)F)cc1)c1nc2ccccc2[nH]1)c1ccccc1
-2.6,102.0,0.4,-5.4,-7.5,0.3,-3.1,-3.1,-0.1,13.9,Cc1ccc(S(=O)(=O)Nc2ccc3c(c2)nc(CN2CCCC2)n3C)cc1
-4.9,97.0,20.9,-12.3,-3.7,-0.3,5.4,-8.3,3.6,7.9,Cc1ccc(C)n1-n1cnc2sc(-c3ccccc3)cc2c1=O
0.0,99.0,8.3,9.0,3.4,0.1,-5.5,-6.5,0.6,-5.6,CC(C)C[C@@H](CNCC(=O)[C@H](Cc1ccccc1)NC(=O)c1[nH]cnc1C(=O)N[C@H](CN)CC(C)C)NC(=O)c1nc[nH]c1C(=O)N[C@@H](CC(=O)O)C(=O)O
-21.7,95.0,10.5,7.1,6.2,-0.3,0.0,18.5,-1.7,43.8*,C=C1C(=O)C2=CC1CCC(=O)C1(C)CCC(OC(C)=O)C(C)(C)C1CC2O (configuration not stated)
1.1,97.0,21.9,1.0,-0.6,0.1,-11.1,8.6,-0.8,-1.3,CCCCN(C(=O)CSc1n[nH]c(-c2ccc(C)cc2)n1)c1c(N)n(CCCC)c(=O)[nH]c1=O
1.4,93.0,1.7,1.3,16.1,-0.2,0.0,-3.4,-1.1,8.1,O=C1CCC(=O)N1CCc1c[nH]c2ccccc12
-0.5,98.0,8.0,-12.0,3.3,-0.2,2.7,-7.9,-0.6,3.0,Cc1ccc(S(=O)(=O)N2CCC(C(=O)N/N=C/c3cccn3C)CC2)cc1
-1.9,98.0,4.8,3.7,-0.7,-0.2,-3.8,-3.2,-0.5,3.4,O=C(Nc1ccc(F)cc1)c1nsc(Cl)c1Cl
0.3,99.0,5.6,6.1,-5.1,0.1,8.8,10.7,-1.2,-9.5,CCOC(=O)Cc1csc(NC(=O)COc2ccc3c(C)cc(=O)oc3c2)n1
2.3,97.0,13.8,-9.2,-3.6,0.1,-2.4,-0.9,3.2,-1.3,NCCc1nnc(SCc2c(Cl)cccc2Cl)o1
4.2,95.0,16.3,1.2,-4.3,-0.1,1.4,1.8,-1.5,2.3,COC(=O)CN1C(=S)N(c2ccc(F)cc2)C(=O)C1CC(=O)Nc1ccccc1 (configuration not stated)
4.7,100.0,-2.2,-6.0,-0.7,-0.4,69.6*,3.2,-2.1,8.6,CCOC(=O)c1c(NC(=O)C(NCCN(C)C)c2ccccc2)sc2c1CCCC2 (configuration not stated)
1.7,100.0,-2.4,1.4,2.7,0.1,64.1*,-3.9,-0.9,-5.1,Cc1cc(OC(C)C(=O)N2CCN(c3ccc(F)cc3)CC2)c2c(C)c(C)c(=O)oc2c1 (configuration not stated)
-1.0,91.0,11.7,-1.8,8.5,-0.2,0.8,-9.9,0.8,-1.9,CCC(C)(C(=O)NC1CCCC1)N(Cc1cccs1)C(C)=O (configuration not stated)

Exported as labelled records: entries from further up
smiles: Cc1ccc(S(=O)(=O)N2CCC(C(=O)N/N=C/c3cccn3C)CC2)cc1
  N-glyco inh: -0.5; ABCB6 inh 2: 98.0; MC4R antagonist: 8.0; TLR9-MyD88 inh: -12.0; Vif inh: 3.3; aDG glyco up: -0.2; Granule exo inh: 2.7; NOD2-RIPK2 inh: -7.9; MC4R ag barr: -0.6; ABHD5-PLIN5 inh: 3.0
smiles: O=C(Nc1ccc(F)cc1)c1nsc(Cl)c1Cl
  N-glyco inh: -1.9; ABCB6 inh 2: 98.0; MC4R antagonist: 4.8; TLR9-MyD88 inh: 3.7; Vif inh: -0.7; aDG glyco up: -0.2; Granule exo inh: -3.8; NOD2-RIPK2 inh: -3.2; MC4R ag barr: -0.5; ABHD5-PLIN5 inh: 3.4

The results go on.
N-glyco inh,ABCB6 inh 2,MC4R antagonist,TLR9-MyD88 inh,Vif inh,aDG glyco up,Granule exo inh,NOD2-RIPK2 inh,MC4R ag barr,ABHD5-PLIN5 inh,molecule
1.0,94.0,5.5,-4.7,0.9,-0.1,-1.3,0.2,-0.6,3.4,O=C(Nc1cc([N+](=O)[O-])ccc1N1CCCC1)c1ccco1
-0.5,97.0,-1.9,-8.9,1.8,0.0,-2.9,-14.8,-0.7,3.2,Cc1ccc(/C=N\NC(=O)CNC(=O)C23CC4CC(CC(C4)C2)C3)o1
-1.9,98.0,14.8,-3.6,-12.5,0.0,-0.3,13.0,-3.6,11.5,CCOC(=O)C1(C)C(C(=O)OC)=C(c2ccc(OC)cc2)c2ccccc2N1C(=O)OC (configuration not stated)
0.5,100.0,-0.1,-10.2,-9.3,0.0,-0.3,-5.4,-0.6,-3.3,COc1ccc(NS(=O)(=O)c2ccc(-n3nnc4ccccc43)c([N+](=O)[O-])c2)cc1
-1.1,100.0,-7.1,-1.3,nt,0.4,1.1,2.0,0.3,0.3,CC(C)CN1C(=O)c2ccccc2C1(O)Cc1ccccc1 (configuration not stated)
1.7,104.0,9.4,-5.5,-7.9,0.3,2.3,-1.4,-2.1,10.5,Cc1ccc2c(C)c(C(=O)Nc3ccc(S(=O)(=O)Nc4onc(C)c4C)cc3)oc2c1
-0.5,96.0,8.2,-5.5,4.0,-0.2,0.8,-2.7,-3.0,3.8,O=S(=O)(c1ccc(Cl)c(C(F)(F)F)c1)N1CCN(CC(O)COCC2CCCO2)CC1 (configuration not stated)
4.5,97.0,5.7,nt,-7.8,0.4,7.2,-3.2,-2.0,0.9,CC(=O)Nc1cccc(-c2ccnc3c2CC(C)(C(=O)Nc2ccc(C(C)C)cc2)O3)c1 (configuration not stated)
3.7,91.0,-3.1,1.7,2.3,0.0,-2.5,-12.4,-2.3,5.1,Cc1cccc2nc(CSc3nc4ccc([N+](=O)[O-])cc4[nH]3)cn12
0.4,102.0,-1.6,-5.6,3.9,0.2,2.1,8.4,16.6*,3.3,Cc1cccc(OCc2nnc(SCC(=O)Nc3sc(C)c(C)c3C#N)n2C)c1
-0.4,84.0,-3.1,10.5,7.1,-0.4,-1.9,-7.4,-2.1,-4.6,O=S(=O)(c1cnc[nH]1)N1CCN(C(c2ccc(F)cc2)c2ccc(F)cc2)CC1
1.5,98.0,3.9,11.5,-1.1,0.4,-9.4,-0.9,-1.3,-8.9,O=C(CCSCCC(=O)NCC1CCCO1)NCC1CCCO1 (configuration not stated)
-3.0,96.0,-6.1,2.6,-7.8,0.0,-3.7,-3.0,-1.6,0.1,COc1ccc(-c2noc(=O)n2Cc2ccc(F)cc2Cl)cc1
-0.2,99.0,-4.9,-11.5,1.8,-0.2,4.0,-12.7,-0.1,4.5,CC(C)CN1C(=O)C(=O)N(CC(=O)N2CCC(Cc3ccccc3)CC2)C1=O
-0.8,100.0,-4.8,-6.3,-1.3,-0.1,6.4,-6.1,-1.4,-1.1,N#CCc1ccc(NC(=O)Cn2c(=O)oc3ccccc32)cc1
-0.6,97.0,6.8,-3.2,2.1,0.1,3.6,-11.4,-1.5,3.0,OCCNCCNCc1ccccc1OCc1ccccc1
20.1,109.0,-16.8,11.2,5.6,-0.1,31.1,8.7,-3.1,-6.2,COc1ccccc1CNS(=O)(=O)c1ccc(-c2cnc(C3CC3)o2)cc1
-3.6,100.0,1.4,0.9,-5.3,-0.1,-2.4,-7.2,3.6,-4.0,CC1(C)CC(c2nc(-c3ccc(Cl)cc3)cs2)CCS1 (configuration not stated)
1.2,99.0,-4.7,-0.7,nt,-0.1,-1.6,-7.3,-2.1,-0.8,O=C(CSc1nnc(CCCO)n1-c1ccccc1)Nc1nccs1
-0.1,87.0,-0.2,5.3,9.7,-0.3,1.8,-0.8,-2.8,-6.5,CCOC(=O)C(NCc1ccccc1OC)(NC(=O)c1ccccc1)C(F)(F)F (configuration not stated)
0.7,99.0,-0.4,-16.8,0.5,0.5,-3.5,2.5,-1.3,-5.4,COC(=O)C(CO)NC(=O)C(C)NC(=O)CNC(=O)OCc1ccccc1 (configuration not stated)
-0.2,93.0,nt,nt,nt,0.1,-1.3,-6.4,nt,-0.2,COc1cc(CCN(C(=O)c2cc3ccccc3[nH]2)C(c2ccccn2)c2nc3ccccc3[nH]2)cc(OC)c1 (configuration not stated)
0.5,98.0,-1.1,-3.4,-1.7,0.0,-13.2,-3.5,0.6,-5.4,COc1cc2cc(CCCOC(=O)CCC(=O)O)oc(=O)c2cc1OC

The list is partial (hit frequency here may not be typical).
